Screens deposited in PubChem BioAssay by several laboratories.
TNF death inh – TNF-alpha cell death inhibition in Jurkat FADD-/- cells. activation (protection from cell death), % at 10 µM. Jurkat FADD-/- TNF necroptosis rescue, ATP luminescence, 24 h; 0 = TNF only, 100 = no-TNF cells. AID 463075. actives 0.068% (n = 220,000);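 active = activation, meaning protection from cell death, of at least 50% relative to plate controls; inactive = activation below 50%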;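 note: necroptosis triggered by 40 ng/mL TNF-alpha added together with compound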
TRPN1 ag – zebrafish TRPN1 (NompC) channel agonism | HEK293 zebrafish TRPN1-YFP, Fluo-8 calcium fluorescence; 100% = response to 87 µM carbachol | activation, % at 3 µM | actives 0.18% (n = 220,000) | AID 1424;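 active = activation above its plate's cutoff, the mean activation of test wells on that plate plus 3 SD, cut at about 19% in these data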;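 note: 0% = DMSO alone and 100% = 87 µM carbachol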
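Material – zebrafish TRPN1-YFP in HEK293 cells · Doses – 3 µM single point · Schedule – dye 1 h 37 °C plus 30 min RT · Signal – Fluo-8 calcium fluorescence, excitation 470-495 nm, emission 515-575 nm · Read-out – % activation versus carbachol response · Control set – carbachol high, DMSO low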
TRPML3 agonist – agonists of human TRPML3 channel | Q8TDD5 | HEK293 TRPML3-YFP, Fluo-8 calcium fluorescence; 100% = the carbachol control signal | actives 0.29% (n = 220,000) | activation, % at 3 µM;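 active = activation above its plate's cutoff, the mean activation of the plate's test wells plus 3 SD, cut at about 12% in these data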;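 note: 0% = DMSO only wells and 100% = carbachol wells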
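Material: TRPML3-YFP stable HEK293 cells | Dosing: One concentration, 3 µM nominal, 0.3% DMSO | Timing: 125 s total fluorescence read per well | Technique: Fluo-8 calcium dye fluorescence, ex 470-495, em 515-575 nm | Measure: Percent activation from peak-to-basal fluorescence ratio, scaled between DMSO and carbachol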
CHOP inh – CHOP inhibition in unfolded protein response; CHO-K1 CHOP-promoter luciferase, tunicamycin-induced, 15-18 h; inhibition, % at 10 µM; actives 3.8% (n = 220,000); AID 2732;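 active = compounds that reduced the stress-induced luciferase reporter signal by more than about 70% of percent inhibition, limit read from the data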;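 note: 0% = tunicamycin plus vehicle and 100% = wells without tunicamycin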
RBBP9 inhibitor – inhibitors of human serine hydrolase RBBP9. inhibition, % at 7.94 µM. O75884. actives 0.2% (n = 220,000). AID 1515. recombinant RBBP9, FP-Rh probe fluorescence polarization;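 active = inhibition above the campaign mean of all tested compounds plus 3 SD, cut at about 14% in these data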;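 note: plate controls were DMSO wells with RBBP9 for no effect and wells lacking RBBP9 protein for full effect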
Target sequence (O75884 whole entry, looked up): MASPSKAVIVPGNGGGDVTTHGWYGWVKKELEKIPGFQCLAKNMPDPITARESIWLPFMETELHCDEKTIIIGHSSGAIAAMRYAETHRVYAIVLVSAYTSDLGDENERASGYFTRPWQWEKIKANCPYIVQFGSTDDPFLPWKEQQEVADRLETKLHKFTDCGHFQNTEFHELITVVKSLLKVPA
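System: RBBP9 protein / Quantity: 2.5 µM RBBP9 dispensing solution, before mixing / Also added: Serine-hydrolase probe FP-Rh, 375 nM pre-mixing / Dosing: 7.94 µM single dose, 0.794% DMSO / Timing: enzyme-compound preincubation 30 min, then probe labeling 45 min, 25 °C / Signal: FP readout at 525/598 nm / Controls: DMSO-treated enzyme wells and wells lacking RBBP9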
Wee1 stabilizer – inhibitors of human Wee1 degradation; P30291; HeLa Luc-Wee1K328M stability, luciferase luminescence; 100% = proteasome inhibitor MG132 effect; reporter increase, % at 5 µM; actives 1.2% (n = 220,000); AID 1321;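 active = activation above the mean of all tested compounds plus 3 SD, set per screening run, cut at about 8.8% in these data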;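 note: cells exposed to compound for 20 h before luminescence read; 0% = DMSO alone and 100% = MG132 at 30 µM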
Target sequence (P30291 whole entry K328M): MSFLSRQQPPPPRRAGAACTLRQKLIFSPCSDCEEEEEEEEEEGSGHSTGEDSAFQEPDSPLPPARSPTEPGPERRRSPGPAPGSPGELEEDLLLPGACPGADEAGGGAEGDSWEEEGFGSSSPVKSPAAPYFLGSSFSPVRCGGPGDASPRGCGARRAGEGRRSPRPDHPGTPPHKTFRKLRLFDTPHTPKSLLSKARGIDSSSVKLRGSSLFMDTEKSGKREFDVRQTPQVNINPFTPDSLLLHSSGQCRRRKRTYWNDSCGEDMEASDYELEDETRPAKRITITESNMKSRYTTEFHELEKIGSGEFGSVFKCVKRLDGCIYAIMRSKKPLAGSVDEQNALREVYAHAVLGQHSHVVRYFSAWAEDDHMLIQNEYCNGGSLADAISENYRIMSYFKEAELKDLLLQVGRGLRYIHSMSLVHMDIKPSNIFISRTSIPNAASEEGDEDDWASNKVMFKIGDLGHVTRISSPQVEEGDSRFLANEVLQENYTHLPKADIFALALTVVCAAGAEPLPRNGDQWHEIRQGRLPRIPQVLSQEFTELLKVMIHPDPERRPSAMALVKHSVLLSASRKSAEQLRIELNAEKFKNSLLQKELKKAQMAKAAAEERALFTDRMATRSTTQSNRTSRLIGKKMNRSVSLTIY
PPC-1+TRAIL kill – compounds killing PPC-1 cancer cells with TRAIL present (potentiator screen, no TRAIL-free arm); actives 0.41% (n = 220,000); cell killing (% activity), % at 4 µM; PPC-1 cells + TRAIL, ATPLite viability luminescence;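 active = cell killing above 50% in the first pass at 4 µM, then a duplicate retest at 5 µM averaging 50% or more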;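 note: plate controls were cells with TRAIL plus DMSO for no effect and medium-only wells lacking cells for full effect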
BaF3 parental – reduces parental Ba/F3 cell viability, JAK2V617F counter-screen | CellTiter-Glo ATP luminescence | inhibition, % at 5.6 µM | actives 1.1% (n = 220,000) | AID 1486;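 active = inhibition above a per-campaign cutoff, the mean inhibition of all tested compounds plus 3 SD, cut at about 27% in these data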;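 note: 0% = DMSO wells and 100% = JAK Inhibitor I control wells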
Ba/F3 V617F tox – reduce viability of Ba/F3 cells dependent on JAK2V617F | Ba/F3 EpoR-JAK2V617F viability, ATP luminescence | inhibition, % at 5.6 µM | AID 1446 | actives 1.1% (n = 220,000);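 active = inhibition above the campaign mean plus 3 SD over all tested compounds, cut at about 24% in these data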;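 note: cytokine-independent growth of Ba/F3 cells driven by EpoR plus mutant JAK2; 0% = DMSO-treated cells and 100% = JAK inhibitor I control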
* hit, by the source's call; / = no result given.

SMILES	TNF death inh	TRPN1 ag	TRPML3 agonist	CHOP inh	RBBP9 inhibitor	Wee1 stabilizer	PPC-1+TRAIL kill	BaF3 parental	Ba/F3 V617F tox
Cc1c(O)nc(SCC(=O)Nc2ccc3c4c(cccc24)CC3)n(-c2ccccc2)c1=O	0.4	2.4	0.9	22	-9	0	8	2	-2
O=C(/C=C/c1ccco1)Nc1cccnc1Cl	-3.5	1.8	-0.3	-9	-9	0	21	-1	1
Cc1cc(NC(=O)C2CC(c3ccc(F)cc3)=NO2)n(-c2ccccc2)n1 (stereo not given)	1.4	1.9	0.6	20	-8	-3	0	5	1
CCCCCC(=O)NCc1c(C(F)(F)F)nn(C)c1N1CCOCC1	-0.3	-0.1	-0.5	8	-5	0	-4	6	2
OCCCc1cn(-c2ccccc2)c2ccccc12	-0.5	-1.2	0.1	42	-6	0	6	1	-1
Cn1c(=O)c2ncn(CC(=O)Nc3ccc(N4CCOCC4)cc3)c2n(C)c1=O	-0.5	0.0	0.4	12	4	2	5	3	1
O=C(NCn1cnccc1=O)c1ccccc1	1.0	0.0	0.6	44	-5	1	6	8	0
Cn1c(=O)c2c(nc(N3CCNCC3)n2Cc2ccccc2Cl)n(C)c1=O	1.4	1.7	0.4	6	-1	-5	12	-2	-4
CCOc1ccc(CN2CCN(C3CCSCC3)CC2CCO)cc1 (stereo not given)	0.7	0.6	1.2	6	-4	2	-5	2	0
C=CCn1cnc2c(nnn2-c2ccc(C)c(C)c2)c1=O	-2.5	0.6	0.4	-15	-5	-2	4	-2	-2
O=C(CSC1=NCCN1)NC12CC3CC(CC(C3)C1)C2	-7.7	0.4	0.4	-8	-7	1	1	-3	-3
CCCc1nn(C)c2c1C(c1cccnc1)C(C#N)=C(N)O2 (stereo not given)	-2.1	0.4	0.3	-8	3	2	6	4	-2
Clc1ccc(N2CCN(/N=C/c3ccncc3)CC2)cc1	-1.9	1.9	0.7	33	4	1	-1	3	0
COc1cccc(C2CC(C(F)(F)F)n3ncc(C(=O)NCc4ccco4)c3N2)c1 (stereo not given)	-3.5	1.4	-0.1	44	-2	2	14	10	5
O=C(Nc1ccc(C2=NCCN2)cc1)c1ccc(C(=O)Nc2ccc(C3=NCCN3)cc2)c([N+](=O)[O-])c1	-0.2	0.2	1.2	8	4	-4	14	17	19
COC(=O)Cn1cc(C(=O)C2CC2)c2ccccc21	-1.0	-0.1	0.2	8	-5	0	20	1	-1
O=C(NCc1nnc(SCC(=O)N2CCOCC2)o1)c1cccs1	0.5	-0.3	1.1	1	-5	1	7	1	-4
CC1(C)CC(=O)C2=C(C1)N(CCN1CCOCC1)C1=C(C(=O)CC(C)(C)C1)C2c1ccc(Cl)c([N+](=O)[O-])c1	-1.3	-1.5	-1.3	32	-2	1	8	-1	-2
CCOc1c2ccc(C(=O)NCc3ccc(C)cc3)cc2nn1CC	-2.2	-0.4	-0.3	9	-6	-3	25	-2	0
O=C(Cn1cncn1)NCc1ccc(Cl)cc1	0.1	1.6	0.5	19	-5	-1	0	6	1
C/C(=N/NC(=O)c1cccs1)c1cccc(NC(=O)C2CC2)c1	2.8	-0.3	0.2	-14	-3	4	3	0	-3
Cc1ccc(S(=O)(=O)NC(=O)Nc2ccccc2)cc1	1.0	2.0	0.4	10	-3	2	-5	9	1
Cc1csc(NC(=O)CSc2nnc(-c3ccncc3)n2C)n1	-0.4	1.5	0.2	-1	5	0	0	5	-2
CCOC(=O)c1ccc(NC(=O)CSc2nc(SC)ns2)cc1	0.2	0.1	-0.4	3	-10	-1	24	0	-2
NNC(=O)c1ccc(COc2ccc3c(c2)CCC3)cc1	0.7	1.6	1.1	19	-10	-3	18	8	2
Cc1cc(C(=O)N2CCN(c3ncccn3)CC2)c2cc(F)ccc2n1	0.4	2.3	0.4	21	2	0	20	0	0
CC(C)OC(=O)CSc1nc2ncccc2[nH]1	-0.4	1.9	0.5	-12	-3	1	20	-2	2
O=C(Cn1cc(CCO)nn1)N1CCNCC1	0.4	0.6	0.9	1	2	-3	-4	-6	-2
O=C(NN1C(=O)/C(=C/c2ccc(O)c([N+](=O)[O-])c2)SC1=S)c1ccccc1Cl	-1.4	-0.1	-0.1	24	5	-1	20	0	1
C=CCN=C(NC#N)SCC(=O)c1cccc(OC)c1	2.0	-3.2	-1.8	5	4	1	-1	-5	-6
COc1cccc(-c2nc(CSCC(=O)N3CCc4ccccc43)c(C)o2)c1	0.1	-1.3	1.4	27	-2	-1	-11	2	-2
Cc1ccc(CNC(=O)CO/N=C/c2ccc(C(C)(C)C)cc2)cc1	1.7	-1.7	-1.0	95*	-6	2	10	0	-3
O=C1Cn2c(nc3ccccc32)-c2ccccc2N1	1.0	0.1	0.4	-3	-7	5	6	0	2
CN1N=C(/C=C/c2ccccc2)CCC1=O	-4.8	0.7	0.6	1	0	6	5	10	6
COc1cc(/C=C2\C(=N)N3N=CSC3=NC2=O)cc(Br)c1OC(=O)c1ccco1	0.1	-1.0	-0.6	21	-6	-1	-2	7	3
Cc1ccc(NC(=O)CSc2nc(=O)cc(N)n2-c2ccccc2)cc1	0.3	-0.7	0.3	7	-11	-2	23	3	-2
Cc1c(Cl)c([N+](=O)[O-])nn1CCCC(=O)Nc1cccnc1	6.1	-1.9	0.5	8	-6	-2	20	5	2
CC(C)CCNC(=O)CN(C(=O)CCC(=O)Nc1ccccn1)c1ccc2c(c1)OCO2	-3.7	-0.9	0.5	12	-5	1	-15	2	-4
C/C(=C1/SC(N2CCCC2)=NC1=O)c1ccc(Br)cc1	-2.0	-0.1	-0.1	16	-7	3	2	28*	34*
N#CC1=C(N)Oc2cc(N)ccc2C1c1ccsc1 (stereo not given)	-0.9	0.5	0.8	-6	1	3	23	7	-2
Cc1cc(C)c2nncn2n1	0.2	1.4	0.2	-9	10	-1	-11	-2	-2
O=C(Nc1ccccc1)c1cccc(S(=O)(=O)Oc2ccc([N+](=O)[O-])cc2)c1	4.6	0.5	0.4	10	-17	1	31	8	2
CC(=O)NCCC(Cc1ccccc1)c1ccco1 (stereo not given)	0.5	1.1	0.5	26	5	-1	-42	1	0
O=C(Nc1ccc(Cl)c(Cl)c1)c1cccc(S(=O)(=O)NCc2cccnc2)c1	-4.8	5.2	2.6	34	-21	1	19	8	0
Cc1ccc(NC(=O)C2CCN(S(=O)(=O)c3cnc[nH]3)CC2)cc1C	2.9	0.4	1.0	19	-1	3	22	3	-3
CCCNC(=O)COC(=O)/C(C#N)=C/c1cc(C)n(CCC)c1C	0.3	1.4	0.6	-4	-4	-3	1	-2	3
CC(=O)Nc1cccc(NC(=O)CSc2ccc(C(F)(F)F)cc2[N+](=O)[O-])c1	-2.2	1.4	0.5	-6	-15	-3	7	2	3
Cc1ccc(NC(=O)CCC(=O)NNS(=O)(=O)c2ccccc2)c(C)c1	-5.6	-2.1	-0.4	-6	-1	-2	-4	0	-5
O=C(COC(=O)COc1ccc2ccccc2c1)Nc1cc(C(F)(F)F)ccc1N1CCOCC1	0.3	0.4	-0.8	15	-2	0	12	9	2
O=C(NCc1ccco1)c1ccc(Cn2c(=O)c3sccc3n(Cc3ccc(F)cc3)c2=O)cc1	-1.4	0.7	0.8	-22	-11	-1	-18	10	-2
Cc1ccc2nc(-c3ccc(NS(=O)(=O)c4ccc(F)c(F)c4)cc3)sc2c1	-1.3	-0.4	0.1	85*	-22	2	20	6	-5
Cc1cccc(C(=O)NNC(=O)c2ccccc2-n2cccc2)c1	1.1	0.1	0.7	10	0	-3	-2	2	0
c1cc(CSc2nnc(-c3ccc4c(c3)OCO4)o2)ccn1	3.3	1.6	0.4	-11	9	4	11	3	2
CC(C)(C)N(Cc1ccccc1)C(=O)c1ccc2c(c1)OCCO2	-0.8	-0.8	-0.5	26	-4	3	-10	7	2
CC1(C)Cc2c(cnn2-c2ccccc2)C(=O)/C1=N\NC(=O)c1ccccc1	1.2	0.5	0.5	25	-1	-2	1	6	2
Cc1nc2ccc(NC(=O)c3ccc(Br)o3)cc2s1	-3.0	0.9	0.3	9	-6	-2	16	6	3
COc1ccc(/C=C2\SC(=S)N(NC(=O)c3csc4c3CCCC4)C2=O)cc1	-1.4	0.5	-0.6	-9	-16	-1	25	10	1
O=C(CN1CCN(c2ccc(O)cc2)CC1)Nc1ccc2c(c1)OCCO2	-3.1	-0.8	0.8	-3	0	-1	-25	17	0
CCOC(=O)C1CCN(C(=O)COc2ccc(Br)cc2C)CC1	0.2	-0.3	0.7	25	-5	3	4	2	2
CN1CCC(=NNC(=O)C(=O)Nc2ccccc2F)CC1	0.7	-0.7	0.9	-16	-8	0	/	7	1

Other structures follow:
SMILES	TNF death inh	TRPN1 ag	TRPML3 agonist	CHOP inh	RBBP9 inhibitor	Wee1 stabilizer	PPC-1+TRAIL kill	BaF3 parental	Ba/F3 V617F tox
COc1ccc2[nH]c(=O)c(CN(C(=O)c3cccnc3)c3cc(C)ccc3C)cc2c1	-0.5	3.3	0.4	12	-5	0	13	-3	1
COc1cccc(C(=O)OCn2nnc3ccccc3c2=O)c1	-0.1	0.2	0.2	15	-5	2	17	4	0
CCOC(=O)c1c(NC(=O)c2cc(CC(C)C)on2)sc(C(C)=O)c1C	-0.3	1.3	0.1	13	-1	0	3	4	4
C/C(=N\NC(=S)Nc1ccc(F)cc1)C1CC1	-0.5	-0.7	-0.3	-3	-4	0	-3	92*	8
COc1cc(-c2nc3oc4ccccc4c(=O)c3c(=O)n2Cc2ccco2)cc(OC)c1OC	-15	-0.4	-0.3	-42	-11	-2	19	-2	-4
Fc1ccccc1-n1[nH]nnc1=S	0.0	-0.1	0.9	-6	-2	1	18	-2	-3
CCCCc1ncc(CN2CCN(Cc3ccc(C)cc3)C(CCO)C2)[nH]1 (stereo not given)	0.8	-0.6	0.5	7	0	-2	5	2	0
Cc1cc(C(=O)N/N=C/c2cc(Br)ccc2OC(=O)c2ccc(Br)cc2)n[nH]1	12	0.8	0.9	67	-7	5	-1	4	3
COC(=O)[C@@H]1C2CCC(C(=O)Nc3ccccc3)(CC2)[C@@H]1C(=O)OC	-3.0	0.7	-0.1	9	0	0	7	-1	0

Arranged by the number under CHOP inh (lowest first): 3 from the list above.
compound	TRPML3 agonist	CHOP inh	RBBP9 inhibitor	Wee1 stabilizer
Fc1ccccc1-n1[nH]nnc1=S	0.9	-6	-2	1
COc1ccc2[nH]c(=O)c(CN(C(=O)c3cccnc3)c3cc(C)ccc3C)cc2c1	0.4	12	-5	0
CCOC(=O)c1c(NC(=O)c2cc(CC(C)C)on2)sc(C(C)=O)c1C	0.1	13	-1	0
